Assay outcomes as filed in PubChem BioAssay.
HTT aggregate: qHTS Multiplex Assay to Identify Dual Action Probes in a Cell Model of Huntington: Aggregate Formation (GFP) | Potency, µM (doses to about 46.1 µM), for the others: at the top dose activity change, negative = inhibition, most hits filed as inhibitors | hit rate 1.1% among 220,000 | PC12 HttQ103-GFP aggregates, Acumen cytometry, 40 h; note: potency is the fitted concentration of half-maximal effect; % is set by controls: 0 for no effect and ±100 for the full control effect; nearly all actives have a fitted effect of over 60% in size
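Multiplexed with ATP-based cell death, this channel scores GFP aggregates in PC12 cells expressing inducible HTTex1-Q103-GFP. Induction used 100 nM tebufenozide; compounds were tested in concentration series.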
CBFb RUNX1 block: qHTS Assay for Compounds Blocking the Interaction Between CBF-beta and RUNX1 for the Treatment of Acute Myeloid Leukemia; 230,000 tested, under 10 active; AlphaScreen CBFb-His/RUNX1-biotin binding, biochemical; Potency, µM (doses to about 59.8 µM), without a hit: top-dose activity, negative = inhibition, most hits filed as inhibitors; note: % of control where 0% means no effect
Target sequence (Q01196 whole entry, looked up): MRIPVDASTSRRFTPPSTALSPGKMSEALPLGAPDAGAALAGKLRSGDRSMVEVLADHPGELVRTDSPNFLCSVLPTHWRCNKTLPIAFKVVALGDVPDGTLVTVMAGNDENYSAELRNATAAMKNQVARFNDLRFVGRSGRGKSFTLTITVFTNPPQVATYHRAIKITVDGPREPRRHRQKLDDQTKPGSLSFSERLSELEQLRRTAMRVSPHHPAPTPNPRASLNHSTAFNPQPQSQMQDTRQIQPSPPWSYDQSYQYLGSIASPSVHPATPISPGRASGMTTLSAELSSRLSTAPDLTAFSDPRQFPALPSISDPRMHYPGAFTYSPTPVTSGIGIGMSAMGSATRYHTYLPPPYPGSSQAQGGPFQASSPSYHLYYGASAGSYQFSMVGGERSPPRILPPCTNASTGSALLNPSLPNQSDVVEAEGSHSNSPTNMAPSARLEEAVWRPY
Target sequence (Q13951 whole entry, looked up): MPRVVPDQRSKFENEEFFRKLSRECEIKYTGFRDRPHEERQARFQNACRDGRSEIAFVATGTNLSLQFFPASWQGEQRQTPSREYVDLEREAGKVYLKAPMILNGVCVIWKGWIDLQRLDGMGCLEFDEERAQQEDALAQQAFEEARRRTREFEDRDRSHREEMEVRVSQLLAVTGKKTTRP
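Interaction loss through any mechanism counts as activity. Pre-formed complex of His-CBF-beta and biotin-RUNX1 (30 nM apiece) is incubated with compound 15 min, then with 50 ng nickel and 50 ng streptavidin beads for 90 min before AlphaScreen detection.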
NPSR antag: qHTS Assay for Antagonists of the Neuropeptide S Receptor: cAMP Signal Transduction | CHO-NPSR cells, cAMP TR-FRET, antagonist mode | Potency, µM (top dose mostly 38.3 µM), for inactives: top-dose activity change, negative = inhibition, hits mostly inhibitors | hit rate 1% among 220,000; note: potency is the fitted concentration of half-maximal effect; % is set by controls: 0 for no effect and ±100 for the full control effect; nearly all actives have a fitted effect of over 50% in size; many of its hits are not listed in these tables
Target sequence (Q6W5P4 whole entry, looked up): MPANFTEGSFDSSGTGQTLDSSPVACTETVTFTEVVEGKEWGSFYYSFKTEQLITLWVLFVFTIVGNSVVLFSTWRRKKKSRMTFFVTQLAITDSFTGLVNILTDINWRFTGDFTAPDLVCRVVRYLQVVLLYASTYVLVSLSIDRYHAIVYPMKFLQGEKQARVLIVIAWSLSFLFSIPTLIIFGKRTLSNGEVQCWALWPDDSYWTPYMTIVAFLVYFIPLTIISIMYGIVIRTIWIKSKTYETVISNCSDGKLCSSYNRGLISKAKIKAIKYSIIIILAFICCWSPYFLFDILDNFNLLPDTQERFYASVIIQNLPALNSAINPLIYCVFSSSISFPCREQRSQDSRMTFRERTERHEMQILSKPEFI
IMPase Li cell: qHTS Assay for Identifying the Cell-Membrane Permeable IMPase Inhibitors: Potentiation with Lithium | AID 1457, 2008 | hit rate 0.35% among 210,000 | Potency, µM (doses to about 59.4 µM), for the others: at the top dose activity, negative = IMPase inhibition, hits mostly inhibitors | CHO-M1 cells, IP1 TR-FRET (IP-One), carbachol + lithium;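 note: IP1 builds up when IMPase is blocked and the TR-FRET signal falls; potency is the fitted concentration of half-maximal effect; plate controls were basal vehicle for no effect and high inhibitor control for full effect; nearly all actives have a fitted effect of over 50% in size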
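Lithium-sensitised IP1 accumulation assay; M1-expressing CHO cells treated 30 min at 37C with compound. Competitive antibody detection by time-resolved FRET followed a 10 min room-temperature lysis step.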
Epigenetic reg: Quantitative High-Throughput Screen for Regulators of Epigenetic Control; murine LDR cells, GFP reporter derepression, 30 h; Potency, µM (doses to about 53.9 µM), for the others: top-dose GFP activation, actives largely listed as activators; hit rate 0.2% among 280,000; AID 1865, 2009; note: potency is the fitted concentration of half-maximal effect; % of control where 0% means no effect; nearly all actives have a fitted effect of over 60% in size
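GFP-positive cell count by laser-scanning cytometry (objects 20–120 um) after 30 h, 37 C compound exposure of murine LDR cells; reporter is CMV-GFP integrated at a silenced locus, inducible by HDAC or DNMT inhibitors.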
Luc counter: Counterscreen for Luciferase (Kinase-Glo TM) Inhibition; Kinase-Glo luciferase, ATP luminescence, 8 min; Potency, µM (series often up to 38.3 µM), without a hit: at the top dose activity change, negative = inhibition, actives largely listed as inhibitors; hit rate 0.28% among 200,000; AID 1379, 2008; note: potency is the fitted concentration of half-maximal effect; % is set by controls: 0 for no effect and ±100 for the full control effect; nearly all actives have a fitted effect of over 60% in size
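Inhibition of Kinase-Glo luciferase light generation was assessed at 10 uM ATP in pH 7.2 imidazole buffer, with luminescence measured after eight minutes at ambient temperature.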
LMNA splice mod: qHTS Assay for Modulators of Lamin A Splicing; HeLa LMNA splicing GFP/RFP minigene ratio, 48 h; Potency, µM (doses to about 46.1 µM), for inactives: at the highest dose ratio change, negative = inhibition, actives largely listed as inhibitors; hit rate 0.01% among 200,000; AID 1487, 2009; active = well fitted inhibition curve with a large enough effect in the signal ratio, with a control signal flat, not every such curve was filed as active; inconclusive = small, poorly fitted or top-dose-only effect, or effect the other way, or a change in a side signal; the % refers to the signal ratio; note: potency is the fitted concentration of half-maximal effect; % is set by controls: 0 for no effect and ±100 for the full control effect
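Read-out is the ratio of GFP to DsRed2 object intensity, acquired by 488 nm laser-scanning cytometry on HeLa lamin A-EGFP minigene reporter cells. Compound incubation 48 hrs at 37 °C in Opti-MEM with 2% FBS; DMSO 0.5% final.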
Active calls of the source: *; ? = inconclusive; nt = not tested or not shown; [ ] = dose if it differs, or a comment. Unless noted, calls come from the whole dose curve; as a rule, active = well fitted curve in the direction sought with a large enough effect; inconclusive = small, poorly fitted or top-dose-only effect, or another doubt; inactive = no such curve, though single readings can be large; an effect the other way counts as inactive or inconclusive.

SMILES	HTT aggregate	CBFb RUNX1 block	NPSR antag	IMPase Li cell	Epigenetic reg	Luc counter	LMNA splice mod
O=C(NCc1ccco1)C1(c2ccccc2)CCCC1	-7%	-1%	-6%[46.1 µM]	-3%[38.3 µM]	0.4%	-1%	?
COc1ccccc1CC(=O)NC1CCCc2ccccc21 (configuration not stated)	-11%[9.22 µM]	2%	-5%	10%	1.6%	2%	4%[46 µM]
COc1ccc(C2C=C(c3ccc(Br)cc3)Nc3nc(N4C(=O)CCC4=O)nn32)cc1 (configuration not stated)	-6%	-1%	-11%[46.1 µM]	1%[38.3 µM]	0.8%	0%	7%
Cc1ccc(OP(=O)(Nc2c(C)n(C)n(-c3ccccc3)c2=O)Oc2ccc(C)cc2)cc1	4%	0%	-8%	6%	-0.9%	1%	-10%
O=c1c2nncn2c2cccnc2n1CCNc1ncc(C(F)(F)F)cc1Cl	-2%[9.22 µM]	10%	9%	nt	0.0%	nt	nt
CCOc1ccccc1NC(=O)CN(c1ccc(C)cc1)S(=O)(=O)c1c(C)noc1C	-24%	22%	-27%[46.1 µM]	42%[activator][38.3 µM]	0.0%	-5%	?
O=C(c1cc(-c2ccccn2)nc2ccc(Br)cc12)N1CCN(S(=O)(=O)c2ccccc2)CC1	-24%	-1%	-47%	?	-2.0%	-2%	nt
COc1ccc2c(C(=O)CN3CCN(CCO)CC3)c[nH]c2c1	17%	3%	-13%[46.1 µM]	-23%[38.3 µM]	-3.0%	-6%	4%
Cc1ccc(S(=O)(=O)NCC2CCC(C(=O)NCc3ccc4c(c3)OCO4)CC2)cc1 (configuration not stated)	17%	10%	-9%[46.1 µM]	21%[38.3 µM]	0.0%	-2%	3%
C=C(C)C1CC=C(C)/C(=N/NC(=O)c2ccccc2[N+](=O)[O-])C1 (configuration not stated)	-31%	-17%	-5%	26%	-1.0%	-2%	nt
C#CCOC(=O)C1C2C=CC(C2)C1C(=O)O (configuration not stated)	9%	9%	12%[46.1 µM]	6%[38.3 µM]	-1.0%	-4%	-1%
COc1ccc(CNC(=O)CSc2ccc(Br)cc2)cc1OC	4%	-3%	-12%[46.1 µM]	0%	0.2%	-4%	?

Exported comma-delimited: part of the list above.
mol,HTT aggregate,CBFb RUNX1 block,NPSR antag,IMPase Li cell,Epigenetic reg,Luc counter,LMNA splice mod
Cc1ccc(S(=O)(=O)NCC2CCC(C(=O)NCc3ccc4c(c3)OCO4)CC2)cc1 (configuration not stated),17%,10%,-9%[46.1 µM],21%[38.3 µM],0.0%,-2%,3%
C=C(C)C1CC=C(C)/C(=N/NC(=O)c2ccccc2[N+](=O)[O-])C1 (configuration not stated),-31%,-17%,-5%,26%,-1.0%,-2%,nt
C#CCOC(=O)C1C2C=CC(C2)C1C(=O)O (configuration not stated),9%,9%,12%[46.1 µM],6%[38.3 µM],-1.0%,-4%,-1%

(continued)
SMILES	HTT aggregate	CBFb RUNX1 block	NPSR antag	IMPase Li cell	Epigenetic reg	Luc counter	LMNA splice mod
Cc1cc(=O)oc2cc(NC(=O)CC3(CC(=O)O)CCCC3)ccc12	-6%[9.22 µM]	-3%	8%	nt	0.0%	nt	nt
CCCCc1nc2sc3c(c2c(=O)[nH]1)CCC3	15%	3%	4%[46.1 µM]	nt	-4.7%	nt	4%
C#CCSc1nnc(-c2ccc([N+](=O)[O-])cc2)o1	-5%	0%	9%	8%	-1.5%	2%	4%[46 µM]
O=C(NCc1cccs1)C1CC(c2ccc(Cl)cc2)=NO1 (configuration not stated)	-7%[9.22 µM]	-1%	-8%	7%	-1.0%	2%	nt
Cc1ccccc1-n1c(Cn2c(=O)sc3ccccc32)nnc1SC(C)C	-12%	1%	-9%[46.1 µM]	4%	0.0%	-3%	-12%
CC(C)(C)c1cc(-c2n[nH]c(=S)n2-c2ccc(Cl)cc2)n[nH]1	20%[9.22 µM]	-2%	-20%	nt	-2.4%	nt	nt
NC(=S)Nc1ccc(C(F)(F)F)cc1Cl	-1%[9.22 µM]	3%	-13%	nt	3.2%	nt	nt
CC(C)CCCC(C)C1CCC2C3CC[C@H]4CC(=O)CC[C@@]4(C)C3CC[C@@]12C (some centres not stated)	nt	nt	nt	-6%	0.0%	0%	?
O=C(CSc1ccc(-c2nc3ccccc3[nH]2)cn1)N1CCN(C(=O)c2ccco2)CC1	18%	-5%	-18%[46.1 µM]	-8%[38.3 µM]	-0.9%	-19%	?
Cc1ccc(NC(=O)COC(=O)/C=C/c2ccc(Br)o2)cc1S(=O)(=O)N(C)C	3%	-13%	-5%	11%	-1.5%	-5%	8%[46 µM]
Cn1c(=O)c(-c2ccccc2N)nc2ccccc21	-19%	-1%	5%[46.1 µM]	18%[38.3 µM]	0.0%	0%	-7%
COc1ccccc1NS(=O)(=O)c1cccc(C(=O)OCc2nc3ccccc3s2)c1	-1%	0%	-21%	9%	-1.3%	-1%	-14%
CCC(=O)Nc1ccc(C(=O)c2ccccc2)cc1	0%[9.22 µM]	-2%	-9%[46.1 µM]	1%[38.3 µM]	0.8%	2%	-6%
O=C(Cn1cc[n+](CC(=O)c2ccc(Cl)cc2Cl)c1)c1ccc(Cl)cc1Cl	-6%[9.22 µM]	1%	-6%	nt	3.2%	nt	nt
CC(=O)CC(C)(C)n1nnc(-c2ccccc2)n1	-4%	6%	1%[46.1 µM]	-2%[38.3 µM]	-1.0%	-1%	6%
COc1ccccc1-c1nnc(SC)n1C	-5%	5%	10%	-3%	1.1%	-1%	nt
O=C(c1ccccc1)C1CCN(c2ncccc2[N+](=O)[O-])CC1	-3%[9.22 µM]	-14%	14%	nt	-3.2%	nt	nt
COc1ccccc1NC(=S)Nc1cccc(F)c1	8%	0%	13%	6%	-1.0%	2%	2%
CCOc1cc(C)ccc1OCc1nnc(SCC(=O)c2cccc([N+](=O)[O-])c2)n1CC	10%	4%	-26%[46.1 µM]	8%[38.3 µM]	-1.2%	3%	6%
CC1CCCCC1NC(=O)C1CCC(CNc2c(N3CCCCC3)c(=O)c2=O)CC1 (configuration not stated)	1%[9.22 µM]	5%	10%	nt	0.0%	nt	nt
Cc1ccc(C)c(N2CCN(Cc3nnnn3C3CCCCC3)CC2)c1	-3%	?	-11%[46.1 µM]	37%[activator][38.3 µM]	4.0%	1%	-10%
Cc1ccc(S(=O)(=O)CCC(=O)Nc2ccc3nc(C)sc3c2)cc1	-4%	-14%	13%	5%	0.2%	4%	?
c1ccc(COn2nnc3ccccc32)c(COn2nnc3ccccc32)c1	-18%	12%	?	37%[activator][38.3 µM]	0.0%	2%	-21%
Nc1c(C(=O)c2ccc(Cl)cc2)oc2ccccc12	-10%	12%	1%	11%	-0.9%	-1%	0%
CCN(CC)S(=O)(=O)c1ccc(C(=O)Nc2cc(C)cc(C)c2)cc1	?	2%	-30%[46.1 µM]	2%[38.3 µM]	1.1%	-6%	2%
COc1ccc(C2CC(C(F)(F)F)n3nc(C(=O)NCCCn4ccnc4)cc3N2)cc1OC (configuration not stated)	-1%	-2%	-3%[46.1 µM]	20%[38.3 µM]	2.2%	2%	3%
CN(CCN1CCOCC1)Cc1nc(-c2ccc(Cl)cc2)no1	23%[9.22 µM]	6%	47%	nt	1.3%	nt	nt
Cc1nc(CC(=O)c2c(C)cc(O)cc2O)cs1	-1%[9.22 µM]	3%	?	-10%[38.3 µM]	5.0%	-3%	?
Cn1nc2c3ccccc3n(Cc3ccccc3)c2nc1=S	15%[9.22 µM]	0%	37%	nt	2.0%	nt	nt
COCCCNS(=O)(=O)c1ccc2c(c1)OCCO2	-3%	1%	11%[7.67 µM]	-1%[38.3 µM]	1.6%	0%	0%
COC(=O)c1ccc(Cn2cc(Cl)cn2)cc1	-4%	5%	-3%[7.67 µM]	8%[38.3 µM]	1.6%	13%	2%
Cc1ccccc1C1CC(c2ccc(F)cc2)Nc2nc(N)nn21 (configuration not stated)	10%	3%	-4%	16%	0.0%	5%	-2%
O=C(CCN1CCN(c2ccc(Cl)cc2)CC1)Nc1nccs1	-1%	-1%	-2%[46.1 µM]	32%[activator][38.3 µM]	-1.9%	-3%	?
Cc1ccc(S(=O)(=O)Nc2ccc(-c3nnc(SCC#N)n3C)cc2)cc1	-7%	-3%	-21%[46.1 µM]	6%[38.3 µM]	1.0%	1%	2%
C#CCOCCOCCOCCNc1nc(N2CCN(C(=O)C([C@@H](C)CC)n3cc(C(N)Cc4ccc(O)cc4)nn3)CC2)nc(N2CCN(C(=O)[C@H](CCC(=O)O)n3cc(C(N)Cc4ccc(O)cc4)nn3)CC2)n1 (some centres not stated)	12%[9.22 µM]	6%	-24%	-4%	-1.2%	nt	nt
O=C(O)Cn1cc(C(=S)N2CCCCC2)c2ccccc21	7%	9%	12%	4%	0.0%	1%	nt
COc1nccc(C(F)(F)F)c1C(=O)NC(=O)Nc1c(C)cccc1C	-11%[9.22 µM]	12%	10%	nt	1.1%	nt	nt
CCOc1cc(C2C(C#N)=C(N)Oc3n[nH]c(C)c32)ccc1OCCN1CCOCC1 (configuration not stated)	-35%	5%	24%[46.1 µM]	15%[38.3 µM]	1.0%	6%	-4%
Cc1cccc(N(C(=O)Cc2cccs2)C(C(=O)NCc2ccco2)c2ccncc2)c1 (configuration not stated)	6%[9.22 µM]	2%	5%	7%	-0.1%	-6%	nt
O=C(CCc1ccccc1)NNC(=O)c1ccccn1	13µM*	-21%	14%	-4%	6.6%	8%	nt
CC(C)Sc1nc(-c2cccs2)nc2c1c(=O)n(C)c(=O)n2C	-8%[9.22 µM]	14%	5%	?	-0.2%	nt	nt
COc1cccc(OCC(O)CN2CC(C)CC(C)C2)c1 (configuration not stated)	5%	0%	-4%[46.1 µM]	19%[38.3 µM]	-0.6%	-3%	12%
CC(NC(=O)COc1ccc(N(C)S(=O)(=O)c2ccccc2)cc1)c1ccccc1 (configuration not stated)	-10%	-10%	-42%	13%	3.4%	-1%	0%[46 µM]
O=C(Nc1nnc(SCC(=O)N2CCOCC2)s1)c1ccccc1	?	-3%	-12%	-5%	1.1%	-3%	?
COC(=O)c1ccc(C(=O)OC)c(NC(=O)CS(=O)(=O)Cc2ccccc2)c1	3%	3%	0%[46.1 µM]	-1%[38.3 µM]	-1.2%	5%	23%
CON=C1CCN(c2ncc(C(F)(F)F)cc2Cl)CC1	4%	8%	-4%[46.1 µM]	-5%[38.3 µM]	0.0%	-5%	-6%

This is a subset; count on the stated rates, not on these rows.
